rmGlu8 calcium flux – rat mGlu8 modulation via Gqi9 calcium signal, confirmation, counter-screen for GIRK activator project, cell-based, HEK293 rmGlu8, Gqi9 chimera. 4% of 2,100 active. calls only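 (single compound addition from 20 µM solution with 0.2% DMSO)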. HEK293 rmGlu8/Gqi9 calcium flux, Fluo-4 fluorescence; glutamate at EC20 added after compound;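 active means calcium fluorescence trace judged by eye to show a response, as agonist, enhancer of the glutamate response, or inhibitor; inactive means trace judged by eye to show no response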
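System – HEK-293 cells stably expressing rat mGlu8, plus transient chimeric Gqi9 · Medium – HEPES-buffered HBSS, pH 7.4 · Also added – EC20 glutamate · Compound – one dose, 20 µM addition solution, 0.2% DMSO · Times – compound 4 min before glutamate, then 2 min recording · Measured by – Fluo-4 calcium fluorescence sampled at 1 Hz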
Calls only; i = inactive; + = active, no number. A portion of the library; rates above refer to the full screens.

SMILES	rmGlu8 calcium flux
CCCCCc1nnc(NC(=O)Cc2cccs2)s1	i
CSCSC1=C(C#N)C(c2ccccc2Cl)C(C(C)=O)=C(C)N1 (stereo not drawn)	i
CC(C)n1c(=S)[nH]c2ccccc2c1=O	i
CC(C)CNC(=S)NC(=O)c1ccc(Cl)cc1Cl	i
COc1cc(OC)cc(C(=O)NC(=S)N2CCN(c3ccc(C(F)(F)F)cc3[N+](=O)[O-])CC2)c1	i
CC(=O)c1sc(NC(=O)c2cc(-c3ccccc3)nn2-c2ccccc2)nc1C	i
CCOC(=O)c1[nH]c(C)c(C(=O)NC2CCCCC2)c1C	i
O=S(=O)(Nc1ccccc1N1CCCCC1)c1ccc(Cl)s1	i
O=C(CCc1nc(-c2ccccc2F)no1)NCCN1CCN(Cc2ccccc2)CC1	i
CCC(=O)N1c2ccc(C)cc2C2=NNC(=S)NC21O (stereo not drawn)	i
COc1ccc(-c2cc(C(F)(F)F)c3c(n2)sc2c(O)cc(=O)[nH]c23)c(OC)c1	+
O=C(Nc1ccc2[nH]c(=S)sc2c1)c1ccccc1	i
Cc1cc2c(cc1C)C(=O)NC(C)(C)C2	i
Cc1ccc(-n2nc(-c3cccs3)cc2C(=O)NCC2CCCO2)c(C)c1 (stereo not drawn)	i
Cc1cc(NC(=O)c2ccco2)ccc1NC(=O)Cc1cccs1	i
O=C(NCCSc1c[nH]c2ccccc12)c1ccco1	i
COc1ccc2nc(N3C(=O)/C(=C/c4ccccc4)NC3=S)sc2c1	i
Cc1ccc(N2C(=S)N=C(Nc3ccccc3C)C23CCOC(C)(C)C3)cc1 (stereo not drawn)	i
Cc1noc(C)c1CSc1nc2ccccc2c(=O)n1-c1ccc(F)cc1F	i
CC(C)(C)c1ccc(C(=O)NC(=S)Nc2nc3c(s2)CCCC3)cc1	+
COCC(C)OC(=O)c1c(N)n(CC(C)C)c2nc3ccccc3nc12 (stereo not drawn)	i
C/C(=N\NC(=S)Nc1ccc(F)cc1)c1ccc2c(c1)OCCO2	i
Cc1ccc(CSc2ncnc3c2cnn3-c2ccc(C)cc2)cc1	i
CC(c1ccccc1)n1c(SCC(=O)N2CC(=O)Nc3ccccc32)nc2ccccc2c1=O (stereo not drawn)	i
CCCCn1c(N)c(C(=S)NC(=O)CC(C)C)c(=O)n(C)c1=O	i
Cc1nn(CC(=O)Nc2ccc(Cl)c(S(=O)(=O)N(C)C)c2)c(C)c1[N+](=O)[O-]	i
CCc1cc(-c2n[nH]c(=S)n2C(C)c2ccccc2)cs1 (stereo not drawn)	i
O=C(NC(=S)N1CCCc2ccccc21)c1ccc(Cl)cc1	i
O=C(c1ccc2nccnc2c1)N1CCN(Cc2ccc3c(c2)OCO3)CC1	i
COCC(=O)/C=C1\Sc2ccccc2N1C	i
CCCn1c(=N)c(C(=O)NCc2ccc3c(c2)OCO3)cc2c(=O)n3cccc(C)c3nc21	i
CCCCc1ccc(NC(=S)Nc2ccc(Cl)c(S(=O)(=O)N(C)C)c2)cc1	i
Cc1cs/c(=N\N=C\c2cccc([N+](=O)[O-])c2)n1Cc1ccco1	i
O=C(Nc1nc(-c2cc3ccccc3oc2=O)cs1)c1ccc(Br)o1	i
O=C1c2ccccc2C(Nc2ccc3c(c2)OCCO3)N1Cc1ccccc1 (stereo not drawn)	i
O=C1c2ccccc2NC(c2ccc(-c3ccc(Br)cc3)o2)N1O (stereo not drawn)	i
CCN(CC)c1ccc2cc(C(=O)NNC(=O)c3ccc(S(=O)(=O)N4CCCCC4)cc3)c(=O)oc2c1	i
Cc1cc(CC(C)C)n(-c2nc3ccccc3c(=O)n2OCC(N)=O)n1	i

Source: PubChem
